High-throughput results: PubChem BioAssay, National Center for Advancing Translational Sciences (NCATS)
BAZ2B inh: qHTS Assay for Inhibitors of BAZ2B | AID 504333, 2011 | 360,000 tested, 4.4% active | Potency, µM (doses to about 114 µM), inactives show at the top dose activity change, negative = inhibition, usual class: inhibitors | AlphaScreen BAZ2B-H3K14Ac peptide displacement; also: % is scaled to controls: 0 for no effect and ±100 for the full control effect; nearly all actives have a fitted effect of over 60% in size
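Inhibition is scored as reduced AlphaScreen emission. The BAZ2B/b-H3(5-23)K14Ac complex (50 nM each) in PBS pH 7.4, 0.01% Tween-20 meets compound (up to 110 uM) for 30 min at RT before bead addition.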
PGK inhibitor: qHTS Assay to Find Inhibitors of Phosphoglycerate Kinase; PGK/GAPDH coupled, Kinase-Glo luminescence, 60 min; Potency, µM (top dose mostly 57.5 µM), for inactives: top-dose activity change, negative = inhibition, most hits filed as inhibitors; 380,000 tested, 0.043% active; also: % is scaled to controls: 0 for no effect and ±100 for the full control effect; nearly all actives have a fitted effect of over 60% in size
Target sequence (P07378 whole entry, looked up): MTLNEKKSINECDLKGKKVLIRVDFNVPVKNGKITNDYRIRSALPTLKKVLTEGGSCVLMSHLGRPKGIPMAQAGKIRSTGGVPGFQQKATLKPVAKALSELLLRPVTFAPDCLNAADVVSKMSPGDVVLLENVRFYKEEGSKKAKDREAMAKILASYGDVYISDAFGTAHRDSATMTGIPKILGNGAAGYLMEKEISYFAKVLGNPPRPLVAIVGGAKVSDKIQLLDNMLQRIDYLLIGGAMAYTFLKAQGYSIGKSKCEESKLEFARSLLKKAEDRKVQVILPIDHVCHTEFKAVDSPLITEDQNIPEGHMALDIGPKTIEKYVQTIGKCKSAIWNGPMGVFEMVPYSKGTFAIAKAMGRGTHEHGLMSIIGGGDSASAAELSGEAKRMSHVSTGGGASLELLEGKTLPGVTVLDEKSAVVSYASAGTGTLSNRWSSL
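Luminescent ATP detection (Kinase-Glo Plus) follows a 60-minute room-temperature incubation, with wells lacking PGK as controls. Buffer: 100 mM TEA (pH 7.6), 5 mM MgCl2, 0.01% Tween-20. Coupling enzyme GAPDH (100 nM final) supplies unstable 1,3-BPG in-well.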
GLS inhibitor: qHTS for Inhibitors of Glutaminase (GLS); Glutaminase kidney isoform, mitochondrial (Homo sapiens), O94925; GLS enzymatic activity, qHTS titration; Potency, µM (titrated, usually from 45.5 µM), for the others: top-dose activity change, negative = inhibition, actives largely listed as inhibitors; 410,000 tested, 0.21% active; AID 624170, 2012; also: % is scaled to controls: 0 for no effect and ±100 for the full control effect
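Two-point fluorescence kinetic (t0, 30 min RT) for hKGA; glutamate detected via glutamate oxidase–HRP–Amplex Red. Substrate: 1 mM L-glutamine solution; buffer 45 mM KH2PO4, pH 8.2.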
BLM inh: qHTS Assay for Inhibitors of Bloom's syndrome helicase (BLM). AID 2528, 2010. recombinant BLM DNA unwinding, fluorescence dequenching. 350,000 tested, 0.2% active. Potency, µM (doses to about 56.1 µM), for the others: at the top dose activity change, negative = inhibition, usual class: inhibitors. RecQ-like DNA helicase BLM (Homo sapiens), P54132;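 also: plate controls were vehicle for no effect and no enzyme for full effect; nearly all actives have a fitted effect of over 35% in size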
HP1b binding inh: HTS for Inhibitors of HP1-beta Chromodomain Interactions with Methylated Histone Tails. Chromobox protein homolog 1 (Homo sapiens), P83916. AlphaScreen HP1-beta / biotin-H3K9me3 peptide binding. 390,000 tested, 0.56% active. Potency, µM (doses to about 114 µM), for the others: at the top dose activity change, negative = inhibition, usual class: inhibitors; also: nearly all actives have a fitted effect of over 70% in size; inactives centre near 23
Target sequence (P83916 whole entry, looked up): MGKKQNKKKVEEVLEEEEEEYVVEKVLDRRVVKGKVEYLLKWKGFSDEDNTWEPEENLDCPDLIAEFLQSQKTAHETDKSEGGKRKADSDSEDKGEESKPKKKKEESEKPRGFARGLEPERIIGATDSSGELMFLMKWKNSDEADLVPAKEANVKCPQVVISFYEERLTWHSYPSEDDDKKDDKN
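Compound inhibition of the preformed complex between 50 nM HP1-beta and 50 nM biotinylated H3K9me3 peptide was read by AlphaScreen. Buffer was PBS pH 7.4 with 0.01% Tween-20. Incubations ran 30 min at room temperature, with 10 ug/mL donor/acceptor beads.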
Pin1 inhibitor: qHTS Assay to Find Inhibitors of Pin1 | Pin1 FP peptide displacement, HiFluor488, 10 min | Potency, µM (doses to about 115 µM), inactives show at the highest dose activity, negative = inhibition, actives largely listed as inhibitors | 390,000 tested, 0.009% active; active = well fitted inhibition curve with a large enough effect in the polarisation, with a control signal flat, not every such curve was filed as active; inconclusive = small, poorly fitted or top-dose-only effect, or effect the other way, or a change in a side signal; inactive = no such curve, though single readings can be large or run the other way; the % refers to the polarisation; also: % is scaled to controls: 0 for no effect and ±100 for the full control effect
Target sequence (Q13526 whole entry, looked up): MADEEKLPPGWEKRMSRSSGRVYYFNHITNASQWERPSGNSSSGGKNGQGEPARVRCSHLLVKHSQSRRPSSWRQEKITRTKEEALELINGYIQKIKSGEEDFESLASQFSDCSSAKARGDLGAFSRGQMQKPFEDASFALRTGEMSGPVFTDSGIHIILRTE
JMJD2A Tudor: qHTS Assay for Inhibitors of JMJD2A-Tudor Domain; Lysine-specific demethylase 4A (Homo sapiens), O75164; AlphaScreen JMJD2A-Tudor / H3K4me3 peptide binding; Potency, µM (series often up to 114 µM), inactives show top-dose activity change, negative = inhibition, actives largely listed as inhibitors; 390,000 tested, 4.4% active; AID 504339, 2011; also: % is scaled to controls: 0 for no effect and ±100 for the full control effect; nearly all actives have a fitted effect of over 50% in size
G9a block: qHTS Assay for Inhibitors of Histone Lysine Methyltransferase G9a. Histone-lysine N-methyltransferase EHMT2 (Homo sapiens), Q96KQ7. G9a H3K9 monomethylation, AlphaScreen, 2 h. Potency, µM (highest dose often 102 µM), for inactives: at the top dose activity, negative = inhibition, usual class: inhibitors. 350,000 tested, 8.8% active. AID 504332, 2011; also: % is scaled to controls: 0 for no effect and ±100 for the full control effect; nearly all actives have a fitted effect of over 75% in size
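Methyltransferase reactions run at room temperature for 2 h (20 nM enzyme, 500 nM biotin-H3K9 peptide, 20 uM SAM) after a 15 min compound preincubation; product detected by AlphaScreen beads and anti-H3K9me1 antibody.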
Pol iota inh: qHTS for Inhibitors of Polymerase Iota | Potency, µM (highest dose often 115 µM), for inactives: top-dose activity, negative = inhibition, hits mostly inhibitors | DNA polymerase iota (Homo sapiens), Q9UNA4 | 390,000 tested, 1% active | Pol iota fluorescent replication assay, 10 min | AID 588590, 2011
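Fluorescent replication assay read twice, at 0 min and 10 min after adding 50 nM (final) substrate. Enzyme (10 nM) and compounds were first incubated 15 min at room temperature; enzyme-free buffer wells were negative controls.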
Active calls of the source: *; i = inactive; ? = inconclusive; nt = no result given; & = joins results of further samples; [ ] = remark or other dose. Unless noted, calls follow the shape of the dose curve; as a rule, active = well fitted curve in the direction sought with a large enough effect; inconclusive = small, poorly fitted or top-dose-only effect, or another doubt; inactive = no such curve, though single readings can be large; an effect the other way counts as inactive or inconclusive. Potency is read from the fitted curve at half-maximal effect. An excerpt, so the mix of outcomes need not match the whole.

SMILES	BAZ2B inh	PGK inhibitor	GLS inhibitor	BLM inh	HP1b binding inh	Pin1 inhibitor	JMJD2A Tudor	G9a block	Pol iota inh
O=C(Nc1nc(-c2ccccc2)cs1)c1ccccc1NS(=O)(=O)c1ccc(F)cc1	?	-14%	22%	?	8%	?	?	-14%	-25%
C=CCN1C(=O)CS/C1=N\N=C\c1cccc([N+](=O)[O-])c1	-17%	i	-11%	-6%	16%	-28%	5%	?	10%
CCCn1c(SCC(=O)NC23CC4CC(CC(C4)C2)C3)n[nH]c1=O	-20%	-7%	1%	7%	30%	-12%	-1%	?	-15%
CCCCNc1c(-c2ccc(SC(C)CC)cc2)nc2ccccn12 (configuration not stated)	?	-8%	22%&19%	nt	0%	-13%	?	-7%[2.33 µM]	?
Cc1cccc(/C=C2/C(=O)/C(=C/c3ccccc3C)C3CCC2N3C)c1 (configuration not stated)	?	-10%	-5%	0%	-30%	-2%	?	?	6%
CCOC(=O)c1sc2nccc(N(C)C)c2c1N=CNOCc1ccccc1	98%[activator]	-1%	4%	-10%	208%[activator]	9%	53%[activator][57.1 µM]	143%[activator]	17%
O=C(CSc1nccc(-c2ccc(Br)cc2)n1)NCCc1ccccc1	-1%	nt	14%	-7%	25%	1%	-9%	61%[activator][59 µM]	20%
COc1ccccc1C(=O)NC(=S)Nc1ccc(NC(=O)c2cccs2)cc1	-9%	7%	1%	1%	45%[activator]	14%	-10%[57.1 µM]	-5%[59 µM]	15%
O=[N+]([O-])c1ccccc1/C=C/CN1CCCCC1	-2%	-1%	1%	-6%	29%	-1%	1%	-10%[59 µM]	-5%[58.9 µM]
CC1CN(C(=O)c2cccc(COc3ccccc3Cl)c2)CC(C)O1 (configuration not stated)	-16%	-8%	8%	-5%	38%	-14%	-11%	3%	2%
O=C(NN1CCOCC1)c1cccc2ccccc12	-4%	4%	?	0%	2%	-7%	50µM*	-10%	142%[activator]
Cn1c(C(=O)N2CCC(C(N)=O)CC2)cc2c(=O)n(C)c3ccccc3c21	8%	-2%	1%	-8%	33%	2%	-14%	10%	-3%
COc1ccc2c(c1)c1c(c(=O)n(CCc3ccccc3)c(=O)n1Cc1cccc(F)c1)n2C	5%	-1%	2%	2%	39%[activator]	-10%	10%	4%[59 µM]	4%
CCOc1ccc(/C=N/Nc2ccccc2)cc1	-27%	-7%	3%	-5%	28%	-3%	-30%	25µM*	-11%
Cc1cc(Cl)ccc1NC(=O)CCN1C(=O)NC(C)(C)C1=O	7%	-5%	-1%	nt	34%	6%	7%	-13%[2.33 µM]	10%
CCCC(=O)NC(=S)Nc1nc(-c2ccc(OC)cc2)cs1	0%	-1%	-20%	1%	36%	-6%	1%	15%[59 µM]	149%[activator]
C=CCOc1c2ccc(C(=O)NC3CCCc4ccccc43)cc2nn1C (configuration not stated)	7%[57.1 µM]	-2%	1%	-4%	13%	1%	-12%	16%	27%
Cc1cccc(N2CCN(C3=NC(=O)/C(=C\c4cn[nH]c4-c4ccccc4)S3)CC2)c1	-2%	-9%	-9%	-2%	23%	-2%	-4%	12%[59 µM]	-9%
COC(=O)c1ccc(CNC(=O)c2ccc3c(c2)OCCO3)cc1	5%	1%	-10%	-3%	13%	10%	-6%	-3%	46%[activator]
COc1ccc(NC(=O)CCc2c(C)nc3c(-c4ccc(F)cc4)c(C)nn3c2C)c(OC)c1	-3%	-8%	-9%	-7%	33%	-9%	-1%	-26%[59 µM]	27%
O=C(NCCc1ccc(Cl)cc1)c1c2c(nc3ccccc13)C(=O)N(C1CCCCC1)C2	-4%	-6%	2%	-1%	32%	25%	-8%	13%[59 µM]	5%
O=C(CCc1nc2ccccc2c(=O)[nH]1)OCc1ccccc1F	-4%	0%	-2%	5%	32%	1%	-1%	?	?
S=C(NCC1CCCO1)N1CCN(c2ccccc2)CC1 (configuration not stated)	-1%	-4%	1%	-10%	41%[activator]	0%	-17%	19%	81%[activator]
CN(Cc1ccccc1)C(=O)c1ccc(NC(=O)Cc2cccc(NC(=O)C3CCN(C(=O)C4CC4)CC3)c2)cc1	5%	-4%	-3%	nt	14%	7%	-28%	-4%[0.501 µM]	-5%
Cc1ccc(NC(=O)CCc2c(C)nc3c(-c4ccccc4)c(C)nn3c2C)c(C)c1	-5%	11%	2%	-9%	41%[activator]	5%	1%	-3%[59 µM]	11%

Two entries from above, field by field:
> CN(Cc1ccccc1)C(=O)c1ccc(NC(=O)Cc2cccc(NC(=O)C3CCN(C(=O)C4CC4)CC3)c2)cc1
  BAZ2B inh = 5%	PGK inhibitor = -4%	GLS inhibitor = -3%	BLM inh = nt	HP1b binding inh = 14%	Pin1 inhibitor = 7%	JMJD2A Tudor = -28%	G9a block = -4%[0.501 µM]	Pol iota inh = -5%
> O=C(NN1CCOCC1)c1cccc2ccccc12
  BAZ2B inh = -4%	PGK inhibitor = 4%	GLS inhibitor = ?	BLM inh = 0%	HP1b binding inh = 2%	Pin1 inhibitor = -7%	JMJD2A Tudor = 50µM*	G9a block = -10%	Pol iota inh = 142%[activator]

Continued.
SMILES	BAZ2B inh	PGK inhibitor	GLS inhibitor	BLM inh	HP1b binding inh	Pin1 inhibitor	JMJD2A Tudor	G9a block	Pol iota inh
CCCOc1cccc(C2C(C(=O)c3ccc(C)o3)=C(O)C(=O)N2c2nc(C)c(C(C)=O)s2)c1 (configuration not stated)	56µM*	0%	-8%	-19%	8%	48%[activator]	-27%	16µM*	11%
CC(C)N1CCC(N2CCN(C3CCCCC3)CC2CCO)CC1 (configuration not stated)	-16%	5%	6%	1%	37%	-2%	-6%	0%	13%
Cc1nc2cc(NC(=O)NCc3ccco3)ccc2o1	-1%	nt	30%	-3%	28%	5%	-11%	8%[59 µM]	9%
COc1cc(NC(=O)c2cccs2)cc(OC)c1	-3%	-3%	5%	2%	23%	-5%	0%	17%[59 µM]	-1%
CC1CCCC(C)N1C(=O)Cn1nnc(-c2ccc([N+](=O)[O-])cc2)n1 (configuration not stated)	-23%	-7%	0%	-5%	34%	-3%	-17%	-11%	23%
COc1cc2ccccc2cc1C(=O)Nc1ccc(Cc2ccncc2)cc1	-4%	1%	2%	-4%	25%	16%	-30%	?	17%
OC(CNCC1CCCO1)Cn1c2ccc(Br)cc2c2cc(Br)ccc21 (configuration not stated)	-32%	-3%	-6%	122%[activator]	7%	-5%	-35%	-15%[59 µM]	-14%
Cc1cc(C)cc(NC(=O)CSc2nnnn2-c2cccnc2)c1	2%	i	0%	-1%	-1%	-1%	-9%	9%	33%[activator]
COc1ccc(C(=O)COC(=O)CCNS(=O)(=O)c2ccccc2)cc1Br	-4%	-7%	4%	-5%	12%	3%	-18%	9%	10%
Cc1ccc(Oc2ccc(C(F)(F)F)cc2[N+](=O)[O-])c([N+](=O)[O-])n1	-25%	-3%	-5%	-3%	-10%	-1%	-27%	-4%	-5%
COc1ccc(S(=O)(=O)CCC(=O)N2c3ccccc3CC2C)cc1 (configuration not stated)	11%	-1%	2%	-1%	20%	-5%	1%	-11%[59 µM]	-5%
CCn1c2ccccc2c2cc(NC(=O)CCCN3C(=O)CCC3=O)ccc21	3%	4%	1%	4%	21%	1%	-23%	-6%[12.7 µM]	-5%
COc1ccccc1N=c1scc(-c2ccc3c(c2)NC(=O)CO3)n1CC1CCCO1 (configuration not stated)	45µM*	i	18%	-3%	?	-2%	?	?	-9%
CN1CCN(c2ccc(NC(=O)C(C)(c3ccccc3)c3ccccc3)cc2)CC1	?	4%	28%	1%	9%	2%	?	?	16%
CCCCNC(=O)c1cc2ccccc2s1	6%	-10%	-5%	2%	35%[activator]	2%	12%	37%[activator]	69%[activator]
CC1(C)CC(=O)c2cc(OCC(=O)N3CCCCCC3)ccc2O1	7%	-9%	6%	-11%	16%	-6%	-14%	6%[59 µM]	16%
Cc1ccc(S(=O)(=O)N2CCN(c3nc(-c4cscn4)nc4ccccc34)CC2)cc1	nt	nt	nt	nt	23%	1%	?	nt	11%
O=C(O)/C=C\C(=O)Nc1ccccc1C#Cc1ccc(Br)cc1	?	-1%	-1%	-6%	31%	4%	-27%	?	?
COc1ccccc1-n1nnnc1SCC(=O)NC(=O)Cc1ccccc1	6%	i	-7%	nt	28%	-7%	-14%	18%[2.33 µM]	-9%
COc1ccc(C(=O)c2sc3nc(C)cc(-c4cccs4)c3c2N)cc1OC	20%	3%	7%	-6%	87%[activator]	?	4%	76%[activator][59 µM]	9%
Cc1ccsc1C(=O)c1sccc1C	23%	-10%	?	0%	45%[activator]	0%	24%	49%[59 µM]	18%
O=C(/C=C/c1ccc([N+](=O)[O-])cc1)N1CCN(S(=O)(=O)c2cccs2)CC1	2%	-1%	-7%	-7%	27%	1%	-8%	50µM*	-4%
O=C(CCCN1C(=O)c2ccccc2C1=O)Nc1c2c(nc3c1CCC3)CCC2	33%	i	0%	-1%	29%	-1%	-8%	-7%[2.33 µM]	10%
O=C(CN1C(=O)c2ccc([N+](=O)[O-])cc2C1=O)NCC1CCCO1 (configuration not stated)	6%	-5%	4%	nt	16%	3%	-1%	?	15%
CCc1cc(=O)oc2cc(OCC(=O)N(CC)CC)c(Cl)cc12	8%	-9%	-8%	-8%	43%[activator]	1%	-10%	2%	-5%
O=C(CN1C(=O)C2C3C=CC(C3)C2C1=O)NC1CCCc2ccccc21 (configuration not stated)	0%	0%	2%	-2%	28%	0%	-16%	nt	6%
